S3 lipid droplet: qHTS Assay for Lipid Storage Modulators in Drosophila S3 Cells | Drosophila S3 cells, BODIPY lipid droplet fluorescence, 18-24 h; cells fed with added oleic acid | actives 0.64% (n = 320,000) | Potency in µM for hits, for the others lipid storage change, negative = inhibition, % at the top dose, mostly 46.1 µM | AID 2685, 2010; active = well fitted inhibition curve with a large enough effect in the signal ratio, with a control signal flat, not every such curve was filed as active; inconclusive = small, poorly fitted or top-dose-only effect, or effect the other way, or a change in a side signal; the % refers to the signal ratio
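Laser-scanning cytometry quantifies lipid droplet accumulation (500–530 nm total intensity; droplet/cell object ratio) in oleic acid-fed (400 uM added) Drosophila S3 cells treated with a concentration series. 20 uM Triacsin C defined 100% inhibition.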
S3 lipid droplet cell count max: also measured in S3 lipid droplet; calls as there; cell number change, %; measured here: cell count max response;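 cells counted by Cell Tracker Red CMTPX staining in the red channel; peak over a dose series mostly up to 46.1 µM; percent activity relative to internal control wells on each plate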
* hit, by the source's call; i = inactive; ? = inconclusive; . = no result given. % is scaled to controls: 0 for no effect and ±100 for the full control effect; potency is read from the fitted curve at half-maximal effect. These rows are one share of the data; rates above refer to the full screens.

Value order – S3 lipid droplet cell count max, S3 lipid droplet
- CCOC(=O)CC(NC(=O)c1ccco1)c1ccc(C)cc1 (stereo not given)
→ ., ?
- COC(=O)c1cc(S(=O)(=O)N2CCOCC2)c(N2CCOCC2)cc1N1CCOCC1
→ -12, 18%
- Cc1ccc(NC(=O)c2c([N+](=O)[O-])c(C(C)(C)C)nn2C)cc1
→ 18, 27%
- Cc1noc(C)c1C(=O)OCC(=O)Nc1ccccc1Oc1ccccc1
→ ., ?
- Cc1cccnc1NC(=S)NC(=O)c1cccs1
→ -5, -5%
- CC(C)CN(CC(C)C)S(=O)(=O)N1CCC(C(=O)NCc2ccco2)CC1
→ -10, 2%
- CCCn1c2ccccc2c2cnn(CC(=O)NC3CCCCC3)c(=O)c21
→ ., i
- COc1ccc(C2OC(=O)CC2C(=O)NCc2ccc(Cl)cc2)cc1OC (stereo not given)
→ 8, 1%
- COc1cccc(/C=c2\sc3nc(-c4cccs4)nn3c2=O)c1OC
→ 2, -2%
- CCc1cc(CNC(=O)c2ccc(OC3CCN(CCc4ccccc4)CC3)cc2)on1
→ ., ?
- CCOCCOC(=O)c1[nH]c2c(c1C)C(=O)CC(c1ccc(OC)c(OC)c1)C2 (stereo not given)
→ ., ?
- CCOC(=O)c1ccccc1NC(=O)COC(=O)c1ccccc1C(=O)N(C)c1ccccc1
→ ., ?
- COc1ccc(C2CCCN2C(=O)Nc2ccc(C)c(C)c2)cc1OC (stereo not given)
→ -2, -8%
- N/C(=N\N=C\c1ccco1)SC1CC(=O)N(c2ccc(C(=O)O)cc2)C1=O (stereo not given)
→ ., ?
- COc1ccc(C2Nc3ccccc3NC3=C2C(=O)CC(C)(C)C3)cc1OC (stereo not given)
→ 5, i
- COc1ccc([N+](=O)[O-])cc1NC(=O)c1ccco1
→ ., ?
- CCCCOP(=O)(OCCCC)C(O)c1ccc(Br)cc1 (stereo not given)
→ -23, -2%
- c1coc(-c2ccnc(-n3cccc3)n2)c1
→ ., ?
- CCC(C)NCCOCCOc1ccc(Cl)c2ccccc12 (stereo not given)
→ ., ?
- Cc1csc(C(C)NC(=O)c2ccc(OC3CCN(CCc4ccccc4)CC3)cc2)n1 (stereo not given)
→ ., ?

Five entries already listed, sorted by count of non-hydrogen atoms, low to high:
Value order – S3 lipid droplet cell count max, S3 lipid droplet
- CCC(C)NCCOCCOc1ccc(Cl)c2ccccc12 (stereo not given)
→ ., ?
- COc1ccc(C2CCCN2C(=O)Nc2ccc(C)c(C)c2)cc1OC (stereo not given)
→ -2, -8%
- COc1ccc(C2OC(=O)CC2C(=O)NCc2ccc(Cl)cc2)cc1OC (stereo not given)
→ 8, 1%
- COc1ccc(C2Nc3ccccc3NC3=C2C(=O)CC(C)(C)C3)cc1OC (stereo not given)
→ 5, i
- CCOC(=O)c1ccccc1NC(=O)COC(=O)c1ccccc1C(=O)N(C)c1ccccc1
→ ., ?

The list continues.
Value order – S3 lipid droplet cell count max, S3 lipid droplet
- CC(C)N1CCN(C(=O)c2ccc(NC(=O)c3ccc(Br)o3)cc2)CC1
→ ., ?
- [O-][n+]1onc2c1CCc1nnc(-c3ccccc3)cc1-2
→ ., i
- Cc1cccc(C)c1NC(=O)NCCCN1CCN(c2ccccc2)CC1
→ 2, 0%
- COC(=O)C1C(=O)C=C(Nc2ccc(F)cc2F)CC1c1ccccc1 (stereo not given)
→ 15, 3%
- COc1cc(C2C(C(=O)Nc3ccc(F)cc3)=C(C)Nc3nc(CCCO)nn32)cc(OC)c1OC (stereo not given)
→ ., ?
- O=C(CSc1ccc2nnc(CCNC(=O)c3ccccc3)n2n1)Nc1ccccc1F
→ ., 1%
- CN(Cc1nc(C(c2ccccc2)c2ccccc2)no1)CC1COCCO1 (stereo not given)
→ 5, -2%
- CCOc1ccc(NC(=O)CCNS(=O)(=O)c2cccc3nsnc23)cc1
→ ., ?
- COc1cc(/C=N/n2c(C3CCCCC3)n[nH]c2=S)ccc1O
→ ., ?
- O=C(NCCCSc1ccccc1)c1ccc(=O)[nH]c1
→ 11, -16%
- Cc1ccc(-c2cc(C(F)(F)F)c(C#N)c(SCC(=O)O)n2)cc1
→ 14, 14%
- CC1(C)C2CCC(C2)C1(C)NC(=O)CNC1CCCCC1 (stereo not given)
→ ., i
- CCn1c(SCC(=O)N2CCCC2)nc2c(c1=O)SC(C)C2 (stereo not given)
→ ., i
- COc1cc(C(=S)N2CCOCC2)ccc1OC(=O)c1ccccc1C
→ ., ?
- COC(=O)c1noc(C)c1-c1ccnn1C(=O)c1ccc(C)cc1
→ -7, 10%
- C#CC1(NC(=O)NCCCC)CCCCC1
→ 3, 13%
- Nc1ccc(C(=O)N2CCN(S(=O)(=O)c3ccc(Cl)s3)CC2)cc1[N+](=O)[O-]
→ ., i
- COC(=O)c1ccc(C(=O)NC(=S)Nc2nc3c(s2)CC(C)CC3)cc1 (stereo not given)
→ 7, 3%
- CCCCOn1c(C)c(C(=O)OCC)c2c3no[n+]([O-])c3ccc21
→ 4, -29%
- O=C(/C=C/c1ccc(Cl)c([N+](=O)[O-])c1)Nc1ccc(N2CCCC2)c(Cl)c1
→ ., ?
- O=C(N/N=C/c1cccc(Cl)c1)C1CCCC1
→ ., ?
- CC(OC(=O)c1ccc(S(=O)(=O)N2CCCCC2)cc1)C(=O)Nc1ccc(C(N)=O)cc1 (stereo not given)
→ ., ?
- CCOc1ccc(OCc2ccc(C(=O)NC(C)C)o2)cc1
→ -6, i
- Cc1ccc(-n2c(C)nnc2SCC(=O)N(C)C2CCS(=O)(=O)C2)cc1 (stereo not given)
→ ., ?
- CCOc1ccc(CCNC(=O)COC(=O)CCS(=O)(=O)c2ccc(C)cc2)cc1OCC
→ ., 1%
- O=C(N/N=C\c1coc2ccccc2c1=O)c1ccco1
→ 8, 4%
- O=C(O)CC(c1cccc(Cl)c1)n1cccc1 (stereo not given)
→ 2, 21%
- COc1cccc(N2CCN(C(=S)Nc3ccccc3OC)CC2)c1
→ ., ?
- Cc1cc(/C=N/NC(=O)CC#N)c(C)n1-c1ccc([N+](=O)[O-])cc1
→ ., ?
- COc1ccc(NC(=O)CSc2ccc3nnc(-c4ccccn4)n3n2)cc1
→ ., ?
- CC(=O)C1=C(Nc2ccc(C)cc2)CC(C)(O)C(C(C)=O)C1c1ccco1 (stereo not given)
→ 7, 1%
- O=C(Nc1ccc2c(c1)OCO2)N1CCN(C/C=C/c2ccccc2)CC1
→ ., ?
- COc1cccc2sc(Nc3nc(-c4cc5ccccc5oc4=O)cs3)nc12
→ ., ?
- COc1ccc(-n2ccn3c(CCC(=O)N4CCN(c5cccc(C)c5C)CC4)nnc3c2=O)cc1
→ ., ?
- CSCCC(NC(=O)c1ccc(Cl)cc1Cl)C(=O)OCC(N)=O (stereo not given)
→ ., ?
- COc1ccccc1NC(=O)C(C)OC(=O)CC1CCCC1 (stereo not given)
→ 14, 2%
- CC(C)Cc1cc(C(=O)N2CCCC(CO)(Cc3ccc(F)cc3F)C2)n[nH]1 (stereo not given)
→ ., ?
- O=C(C1CC1)N1CCN=C1SCc1ccccc1Cl
→ ., ?
- Cc1cc(NC(=O)CC(C)C)c(=O)n(Cc2cccc(F)c2)c1
→ ., ?
- CCCCSc1nnc(CNC(=O)C23CC4CC(CC(C4)C2)C3)n1Cc1ccccc1
→ ., i

3 of the compounds above, comma-delimited.
Structure,S3 lipid droplet cell count max,S3 lipid droplet
C#CC1(NC(=O)NCCCC)CCCCC1,3,13%
O=C(/C=C/c1ccc(Cl)c([N+](=O)[O-])c1)Nc1ccc(N2CCCC2)c(Cl)c1,.,?
COc1cc(/C=N/n2c(C3CCCCC3)n[nH]c2=S)ccc1O,.,?

The listing continues.
Value order – S3 lipid droplet cell count max, S3 lipid droplet
- CCOc1cccc(CNn2cnnc2)c1OCc1ccccc1Cl
→ -15, -23%
- C/C(=N\NC1=NCCN1)c1ccc(Cl)cc1
→ ., ?
- Cc1ccc(S(=O)(=O)NCC(c2ccco2)S(=O)(=O)c2ccccc2)cc1 (stereo not given)
→ ., ?
- Cc1ccc(N2C(=O)CC(C)(C)CC2=O)cc1Cl
→ ., ?
- CC#CC(=O)N1CCCC(C(=O)c2ccc(SC)cc2)C1 (stereo not given)
→ 12, -12%
- COc1ccc(NC(=O)CSc2nc3ccc(Nc4nc(N5CCOCC5)nc(N5CCOCC5)n4)cc3s2)cc1
→ ., ?
- Cc1cc(C)c(S(=O)(=O)N(C)CC(=O)NCc2cccnc2)c(C)c1
→ ., ?
- Cc1ccc(S(=O)(=O)NC(=O)Nc2cc(C)on2)cc1
→ ., ?
- Cc1ccc(CCNC(=O)C2CC(c3cccc(F)c3)=NO2)cc1 (stereo not given)
→ -11, 5%
- Cc1nc(-c2ccc(C(=O)Nc3cccc(F)c3)cc2)cs1
→ -7, -12%
- O=C(CSc1nccc(=O)[nH]1)Nc1ccc(Br)c(Cl)c1
→ ., ?
- CCCC(=O)Nc1nnc(Sc2ccc(N(C)C)cc2)s1
→ ., ?
- O=C1C(=O)N(Cc2cccnc2)C(c2cccc(O)c2)/C1=C(\O)c1ccc2c(c1)OCCO2 (stereo not given)
→ ., ?
- Cc1ccc(S(=O)(=O)N2CCC(C(=O)N3CCC[C@H]3C(=O)NCc3ccco3)CC2)cc1
→ 5, 8%
- Cc1ccc(C(C(=O)NC(C)(C)C)N(Cc2ccccc2)C(=O)c2snc(C(N)=O)c2N)o1 (stereo not given)
→ ., ?
- NC(=O)/C=C\C(=O)Nc1cccc(C(F)(F)F)c1
→ ., ?
- Clc1ccc(OCc2nn3c(C4CCCCC4)nnc3s2)cc1
→ ., ?
- COc1ccc(N2CC(C(=O)Nc3cc(C(F)(F)F)ccc3N3CCCC3)CC2=O)c(OC)c1 (stereo not given)
→ ., ?
- CN(C)C(CNC(=O)c1ccc2c(c1)S(=O)(=O)c1ccccc1C2=O)c1ccco1 (stereo not given)
→ 18, 3%
- CN(CC(=O)NC1CCCCCC1)S(=O)(=O)c1ccc2c(c1)n(C)c(=O)c(=O)n2C
→ ., ?
- CC(Sc1sc(=S)sc1SC(C)C(=O)O)C(=O)O (stereo not given)
→ -14, -6%
- CCN(CC)c1ccc(NC(=O)Cn2ncc3c(C)n(Cc4ccccc4F)c(C)c3c2=O)c(C)c1
→ 11, 11%
- CCN(CC)CCCN1C(=O)C(=O)/C(=C(/O)c2ccc(C)cc2)C1c1ccccn1 (stereo not given)
→ ., ?
- NC(=O)c1ccccc1NC(=O)c1cc(S(=O)(=O)N2CCCCC2)ccc1N1CCOCC1
→ ., ?
- C/C(=N\OCC(=O)Nn1c(C)nc2ccccc2c1=O)c1ccccc1
→ ., ?
- Cc1cc2cc3c(cc2nc1SCc1ccc(C(=O)O)cc1)OCCO3
→ 17, 0%
- Cc1ccc(C(=O)Nc2ccc(F)cc2F)o1
→ ., ?
- Cc1ccc(NC(=O)c2ccc3ncsc3c2)cc1S(=O)(=O)N(C)C
→ ., ?
- CCCCN(C(=O)CCC(=O)Nc1cc(C)on1)C(C(=O)NC1CCCC1)c1ccccc1OCC (stereo not given)
→ ., ?
- COc1cc2c(c(O)c1OC)-c1c(cc(OC)c(OC)c1OC)C[C@@H](C)[C@@H](C)C2
→ -10, 2%
- CCN(CC)CCN1C(=O)C(O)=C(C(C)=O)C1c1ccc(OC)c(OC)c1 (stereo not given)
→ 11, 5%
- COc1cccc(N2CCN(S(=O)(=O)c3ccc4c(c3)NC(=O)CS4)CC2)c1
→ ., ?
- CCOC(=O)c1ccc(NC(=O)C(=O)NCc2ccncc2)cc1
→ ., 52%
- Cc1ccc([N+](=O)[O-])cc1NC(=O)Nc1cccc(F)c1
→ ., ?
- COc1ccc(C2C(C(=O)c3sc(C)nc3C)=C(O)C(=O)N2CCN(C)C)cc1 (stereo not given)
→ ., ?
- CC(CNC(=O)c1ccc(C#N)cc1)NC(=O)c1ccc(C#N)cc1 (stereo not given)
→ 0, 1%
- C/C(Nc1ccccc1)=C(/C#N)C(N)=O
→ ., ?
- CCC(C)NC(=O)CSc1nc2scc(-c3ccccc3)c2c(=O)[nH]1 (stereo not given)
→ 23, 9%
- CC(=O)Nc1ccc(NC(=O)CN2C(=O)COc3ccc(S(=O)(=O)N4CCOCC4)cc32)cc1
→ -6, 15%
- CCOC(=O)N1CCC(NC(=O)c2ccc(CS(=O)c3ccc(Cl)cc3)o2)CC1 (stereo not given)
→ ., ?
- NC(=O)N=Nc1c(O)[nH]c2c(Br)cc(Br)cc12
→ ., ?
- CN1C(C(=O)Nc2ccc(OC(F)(F)F)cc2)=CC(c2cccs2)=NS1(=O)=O
→ ., ?
- O=C1NCCNC1(c1c[nH]c2ccccc12)C(F)(F)F (stereo not given)
→ 14, 1%
- CCCOC(=O)C1[C@H]2C(=O)N(CC3CCCO3)C[C@]23C=C[C@H]1O3 (stereo not given in full)
→ ., ?
- O=C(NCCC1=CCCCC1)C(=O)NCc1ccccc1
→ -1, -2%
- CC(c1ccccc1)n1c(SCC(=O)Nc2ccccc2)n[nH]c1=O (stereo not given)
→ -6, -4%
- Nc1nonc1-n1nnc(C(=O)N/N=C/c2cc(Br)cs2)c1-c1ccccc1
→ ., ?
- CC(=O)Nc1cccc(Oc2ncnc3scc(-c4ccccc4)c23)c1
→ 2, 9%
- O=C(c1cccs1)N1CCCC(c2nc(-c3ccc(F)cc3)no2)C1 (stereo not given)
→ ., ?
- COC(=O)c1ccccc1NC(=O)c1ccc(COc2ccccc2)o1
→ ., ?
- Cc1cccc(NC(=O)CSc2nc(C)nc3c2c(=O)n(C)c(=O)n3C)c1
→ ., ?
- C=CCN1C(=O)C2C(C(=O)NCc3ccccc3)C3C=CC2(O3)C1C(=O)NC(C)(C)C (stereo not given)
→ ., ?
- CCn1cc(S(=O)(=O)CC(=O)Nc2ccc(OC)cc2)c2ccccc21
→ ., ?
- CS(=O)(=O)N1CCCC(C(=O)NCc2ccccc2Cl)C1 (stereo not given)
→ ., ?
